KDM5B inhibitor: blocks human KDM5B histone demethylase activity; KDM5B demethylase, FDH-coupled NADH fluorescence (FDH is formaldehyde dehydrogenase); Potency, µM (top dose mostly 57.7 µM), inactives show at the highest dose activity change, negative = inhibition, actives largely listed as inhibitors; actives 2.6% (n = 220,000); AID 1347165; active means well fitted inhibition curve with a large enough effect; inconclusive means small, poorly fitted or top-dose-only effect; inactive means no such curve, though single readings can be large or run the other way; further: 0% is about no effect; nearly all actives have a fitted effect of over 70% in size
Target sequence (Q9UGL1 whole entry, looked up): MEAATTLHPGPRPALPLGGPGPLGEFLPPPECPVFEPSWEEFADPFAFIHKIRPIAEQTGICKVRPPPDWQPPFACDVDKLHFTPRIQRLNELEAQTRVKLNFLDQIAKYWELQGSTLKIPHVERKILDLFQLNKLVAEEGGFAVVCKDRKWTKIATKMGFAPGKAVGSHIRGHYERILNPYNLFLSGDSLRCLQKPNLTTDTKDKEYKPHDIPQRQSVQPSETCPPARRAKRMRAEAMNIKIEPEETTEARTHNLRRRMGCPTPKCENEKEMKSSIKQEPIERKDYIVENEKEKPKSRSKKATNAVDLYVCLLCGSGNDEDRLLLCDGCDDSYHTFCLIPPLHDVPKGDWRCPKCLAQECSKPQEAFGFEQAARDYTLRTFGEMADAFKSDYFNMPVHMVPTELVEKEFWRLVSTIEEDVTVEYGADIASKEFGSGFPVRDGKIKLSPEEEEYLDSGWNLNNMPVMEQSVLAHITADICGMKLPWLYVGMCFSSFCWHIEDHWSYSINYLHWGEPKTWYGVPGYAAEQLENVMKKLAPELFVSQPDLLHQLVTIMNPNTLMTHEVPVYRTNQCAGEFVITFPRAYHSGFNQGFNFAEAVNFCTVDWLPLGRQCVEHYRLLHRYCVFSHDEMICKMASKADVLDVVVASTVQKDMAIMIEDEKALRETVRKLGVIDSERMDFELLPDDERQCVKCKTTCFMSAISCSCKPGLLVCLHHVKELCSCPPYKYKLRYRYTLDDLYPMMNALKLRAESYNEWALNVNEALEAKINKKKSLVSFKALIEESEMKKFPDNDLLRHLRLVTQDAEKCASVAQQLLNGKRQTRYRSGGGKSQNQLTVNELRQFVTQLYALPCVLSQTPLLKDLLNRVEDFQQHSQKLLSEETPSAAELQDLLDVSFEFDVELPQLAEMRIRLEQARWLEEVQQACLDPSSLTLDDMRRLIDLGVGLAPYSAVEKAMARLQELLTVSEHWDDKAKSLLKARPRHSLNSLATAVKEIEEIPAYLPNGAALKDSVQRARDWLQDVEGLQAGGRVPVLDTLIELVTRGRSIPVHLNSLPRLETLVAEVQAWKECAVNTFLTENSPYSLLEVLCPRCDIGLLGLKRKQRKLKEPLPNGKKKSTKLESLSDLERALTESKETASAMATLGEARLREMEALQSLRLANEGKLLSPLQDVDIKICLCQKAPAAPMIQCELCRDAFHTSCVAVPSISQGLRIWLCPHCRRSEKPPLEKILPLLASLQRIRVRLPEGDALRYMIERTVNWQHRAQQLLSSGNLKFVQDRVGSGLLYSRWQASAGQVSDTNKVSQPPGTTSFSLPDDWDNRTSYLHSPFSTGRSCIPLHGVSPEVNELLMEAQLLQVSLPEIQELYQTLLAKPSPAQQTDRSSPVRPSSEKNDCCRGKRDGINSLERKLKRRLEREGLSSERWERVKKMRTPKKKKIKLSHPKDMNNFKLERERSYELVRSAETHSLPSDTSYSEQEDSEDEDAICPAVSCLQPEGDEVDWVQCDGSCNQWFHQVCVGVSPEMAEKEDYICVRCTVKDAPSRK
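Measured: NADH fluorescence change, 30 min, RT. System: KDM5BΔAP 200 nM final, H3K4me3 peptide, α-KG, Fe(II), ascorbate, NAD⁺ plus FDH, pH 7.5 HEPES. Compounds: titrated, 10 min pre-incubation with enzyme.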
The depositor's hits bear a star; ? = inconclusive; & = joins results of further samples; [ ] = dose if it differs, or a comment. Potency means the concentration at half of the fitted maximal effect.

SMILES	KDM5B inhibitor
Cc1ccc(-c2cc(C(F)(F)C(F)F)[nH]n2)cc1	14%
Cc1cc(C)c(CNC(=O)c2cc(-c3ccccc3F)cc3c2OCCN3C)c(=O)[nH]1	32µM*
O=C1CCCN1CCCN1C(=O)[C@H]2CN(Cc3ccc(Br)cc3)C[C@H]2C1=O	-15%
O=C(NCc1ccccc1)N1CC(Oc2cccc(-c3nc(-c4ccccc4)no3)c2)C1	?
CC1CCC2(CC1)OCC(C(=O)NC1CC1)N2C(=O)c1ccccc1F (stereo not given)	9%
O=C(Nc1nc2ccsc2c(=O)s1)c1ccc(Cl)cc1	7%
CCCN(Cc1cc2ccc(C)cc2[nH]c1=O)S(=O)(=O)c1ccc(Cl)cc1	?
Cn1c(=O)[nH]c(=O)c2c1nc(N1CCCCCC1)n2CCc1ccccc1	12%
COCCNc1oc(COc2ccc(OC)cc2)nc1C#N	?
COc1ccc(C(=O)N2CCC(c3n[nH]c(=O)n3-c3ccccc3)CC2)cc1OC	-5%
CCOC(=O)c1cccc(NC(=O)C(CC(C)C)N2Cc3ccccc3C2=O)c1 (stereo not given)	-27%
CCNC(=O)[C@@H]1CCCN1[C@@H](C(=O)NC)C1CC1	?
COC(=O)C(Cc1ccc(O)cc1)NC(=O)CCNC(=O)c1ccco1 (stereo not given)	-24%
CCC(C(=O)N1CCN(c2cc(-c3cccs3)[nH]n2)CC1)c1ccccc1 (stereo not given)	?
Cc1nc2ccccc2nc1SC(C)C(=O)N1CCOCC1 (stereo not given)	15%
COc1cc(NS(=O)(=O)c2cc(Br)cc3c2N(C(C)=O)C(C)C3)cc(OC)c1 (stereo not given)	?
CCc1ccccc1-n1ncc2c1NC(=O)CC21C(=O)N(CC(N)=O)c2ccccc21 (stereo not given)	13%
CC(C)n1nc(C(=O)Nc2nc(-c3ccc(Cl)s3)cs2)c2ccccc2c1=O	6%
O=C(Nc1ccccc1C(=O)N1CCCC1)c1ncoc1-c1cccc(Cl)c1	?
Cc1cc(C)cc(NC(=O)c2ccc3c(c2)N(C)C2CCCCN2C3=O)c1 (stereo not given)	?
COc1ccc(/C=C(/C#N)c2ccc(C(F)(F)F)cn2)cc1O	-9%
CCN1CCN(Cc2c(O)ccc3cc(-c4ccc(OC)cc4)c(=O)oc23)CC1	?
Cc1ccccc1C(=O)N1CCC(N2CCCCCC2=O)CC1	20µM*
COc1ccc(CN(C(=O)/C=C/c2ccccc2Cl)C2CCS(=O)(=O)C2)cc1 (stereo not given)	9%
COc1ccc(Br)cc1C12CC3CC(CC(C3)C1)C2	20%
Cc1ccc(C2CCCN2Cc2nc(-c3ccco3)no2)cc1 (stereo not given)	2%
O=C(N1C[C@H](CO)C[C@H](CN2CCCC2)C1)C1(Cn2cccn2)CC1	4%
COC(=O)c1oc(CN2CCCC2c2ccsc2)cc1C (stereo not given)	0%
Cc1ccc(CN2CCN(C(=O)C3Cn4cccc4C(=O)N3Cc3cccnc3)CC2)cc1 (stereo not given)	-18%
COCCc1noc([C@@H]2CN(Cc3ccc4c(c3)CCO4)C[C@H]2CO)n1	12%
CCOc1cc(=O)n2c(c1C(=O)NCc1ccc3c(c1)OCO3)CCCC2	-8%
O=C(CCCn1cncn1)N[C@H]1CCOC[C@H]1C1CCOCC1	18%
CC1CCN(C(=O)C2CCN(C(=O)c3ccc4ccccc4n3)CC2)CC1	17%
O=C(Cn1ccc2cc(Br)ccc21)Nc1nccs1	10%
O=C(NC1CCCN(C2CCCCCC2)C1)c1ccccc1C(F)(F)F (stereo not given)	-18%
Cc1nnc2sc(-c3ccc(CNC(=O)c4ccccc4Cl)cc3)nn12	-5%
O=C(c1ccccc1F)N1CCC2(CC1)CN(Cc1ccccc1)CC2CO (stereo not given)	-14%
Cc1ccc(-n2c(SCC(=O)Nc3cccc(C)c3)nc3c(oc4ccccc43)c2=O)cc1	-16%
CSc1ccccc1C(=O)N(C)C1CCCN(CCCc2ccccc2)C1 (stereo not given)	22%
CN1CCN(CCCNC(=O)c2ccc(N3CC4CC(C3)[C@H]3CCCC(=O)N3C4)nc2)CC1 (stereo not given in full)	-34%
Cc1cccc2c1N(C(=O)c1cccc3ncccc13)CCC2	5%
Cc1ccc(NC(=O)C2CCN(C(=O)c3sc4nc[nH]c(=O)c4c3C)CC2)cc1F	-26%
O=C(NC1CCCCCCC1)c1n[nH]c(=O)c2ccccc12	-8%
CCN1C(=O)NC(c2ccc(F)c(Br)c2)C(C(=O)Nc2cc(C)on2)=C1C (stereo not given)	4%
Cc1noc(-c2cn(C3CCN(C(=O)C(C)Oc4ccccc4)CC3)nn2)n1 (stereo not given)	-3%
O=C(Nc1ccc(C2(C(=O)N3CCCCCC3)CCC2)cc1)C1CC1	10%
COc1ccccc1CN1CCC(N2CCCCCC2=O)CC1	-11%[86.2 µM]
O=C1NC2(CCCC2)C(=O)N1Cc1ncc(-c2cccc(Cl)c2)o1	12%
CC(=O)N1CCN(C(=O)[C@@H]2Cc3cn(Cc4cc(C)on4)c4cccc(c34)[C@H](CC(C)C)N2)CC1	?
CCCn1ncc(CN2CCCC23CCN(c2ncccn2)CC3)c1C	?
Continued:
SMILES	KDM5B inhibitor
O=C(c1cc2cc3ccc(Cl)cc3nc2o1)N1CCN(c2cccc(Cl)c2)CC1	-24%
O=C(CCc1cn(Cc2ccccc2F)c2ccccc12)NCc1ccc(Cl)cc1	-3%
COc1cc2c(cc1NC(=O)COc1ccc(Cl)cc1Br)oc1ccccc12	?
COC(=O)[C@H](CCSC)NC(=O)NC1CC1	27%
Cc1ccc(S(=O)(=O)N(CC(=O)Nc2ccc(Cl)cc2Cl)c2ccccc2C)cc1	-10%
CCN(C(=O)c1ccc(C(=O)OC)s1)C1CCCC1	18%
Cc1ccc(Nc2nc(CSc3nnnn3C3CC3)cs2)cc1C	-10%
Cc1ccc(Sc2c(C)nn(C(=O)C3CCCN3S(=O)(=O)c3ccc(F)cc3)c2C)cc1 (stereo not given)	21%
Cc1nc(-c2ccc(S(=O)(=O)Nc3ccccc3F)cc2)co1	-2%
Cn1c(=O)c2c(nc(SCCN3CCOCC3)n2Cc2ccc(Cl)cc2)n(C)c1=O	-5%
O=C(/C=C/Nc1ccc2ccccc2c1)C(F)(F)F	?
O=C(c1cccc(Cl)c1)N1CCN(c2cc(-c3ccccc3)[nH]n2)CC1	-19%
CCCCSCCCNC(=O)c1cn(C)c2ccc(S(=O)(=O)N3CCCC3)cc2c1=O	-24%
O=C(NCc1ccco1)N1CCc2c(nc(-c3ccc(F)cc3)[nH]c2=O)C1	-18%
C=CCN(CC#Cc1ccccc1)CC1CC1	20%
COCCCNC(=O)C1CCN(c2cc(C)nc3c(-c4ccc(OC)c(OC)c4)c(C)nn23)CC1	9%
COc1ccc(Cn2c(SCC(=O)N3CCN(c4ccc(F)cc4)CC3)nc3ccccc32)cc1	-13%
CN(C)c1ccc(NC(=O)CC2C=CCC2)cc1 (stereo not given)	-5%
Cc1ccc(N(CC(=O)NCCc2ccc(Cl)cc2)S(=O)(=O)N(C)C)cc1	0%
C/C(=N/Nc1ccc([N+](=O)[O-])cc1)c1ccc(Cl)cc1	20%
C=CCNC(=O)c1cn2c(n1)CN(C(=O)OC)CC2	4%[149 µM]
CCc1noc(C)c1C(=O)N1CCC(CCC(=O)NCc2cccc(C(F)(F)F)c2)CC1	9%
CCOc1cc2nc(-c3ccc(OC)c(OC)c3)nc(N3CCC(C(N)=O)CC3)c2cc1OC	0%
COc1cccc([C@@H]2CN(C(=O)c3cc(C)oc3C)C[C@H]2C(=O)O)c1OC	0%
CCCc1nc(C(=O)N2CCN(c3nc4ccccc4s3)CC2)cs1	8%
CSCC[C@@H]1NC(=O)c2cc(NC(=O)c3n[nH]c4c3CCC4)ccc2NC1=O	-8%
CCCN(CCC)C(=O)C1COC2(CCCCC2)N1C(=O)c1ccccc1 (stereo not given)	-1%
CCC1=Nc2cc(C(=O)NCc3ccc(C)cc3)ccc2Sc2ccc(C)cc21	-11%
Cc1cc(C)cc(NC(=O)CSc2oc(-c3ccccc3)nc2S(=O)(=O)c2ccccc2)c1	-24%
Cc1ccc(C2Cn3nnc(-c4noc(CCc5ccccc5)n4)c3CO2)cc1 (stereo not given)	16%
COCC1CN(S(=O)(=O)c2ccc3c(c2)OCCO3)CC12CCNCC2 (stereo not given)	17%
CCCCN(C)Cc1cc(=O)oc2cc(-c3ccccc3)c(O)cc12	?
N#CCCCCS(=O)(=O)c1ccc2c(c1)OCCO2	19%
Brc1ccc(-c2nn3c(-c4ccccn4)nnc3s2)cc1	-30%
CC(C)NC(=O)[C@@H]1C[C@@H](NC(=O)c2cnc3c(O)cccn3c2=O)CN1C	35µM*
COc1ccc(C(=O)N2CCC3(Cc4ccccc4NC3=O)C2)cc1 (stereo not given)	13%[86.2 µM]
O=C(NN1CCOCC1)c1ccc(Br)cc1	12%
CC(C)C(NC(=O)C1CCC1)C(=O)N1CCN(c2ccccn2)CC1 (stereo not given)	22µM*
C=CCNC(=O)CSc1ccc2c(c1)OCCCO2	-12%
CCc1ccc(-c2[nH]nc3nc(-c4ccc(OC)cc4)cc(C(=O)NCCc4ccc(OC)c(OC)c4)c23)cc1	?
Cc1ccc(C(=O)N2CCC3(CCC(=O)N(Cc4ccccc4)CC3)CC2)s1	-4%
Cc1ccc(C(=O)C2=C(O)C(=O)N(Cc3cccnc3)C2c2ccc(OC(C)C)cc2)o1 (stereo not given)	?
CN(Cc1ccccc1)C(=O)OCc1cn(Cc2ccc(F)c(F)c2)nn1	22%
CN(Cc1ccccc1C(F)(F)F)Cc1cccn1C	-18%&-22%[86.2 µM]
COC(=O)c1ccc(S(=O)(=O)N2CCCN(Cc3cccc(Br)c3F)CC2)n1C	-8%
CCOc1cccc(CNC2CC2)c1	18%
CCc1ccc(-n2c(=O)c3c4c(sc3n(CC(=O)NCCCOC)c2=O)CCC4)cc1	-24%
CC(C)(C)C(=O)N1CCN(c2ccc([N+](=O)[O-])cc2-n2cccc2)CC1	-8%
Cc1ccccc1-c1[nH]nc2ncc(-c3ccsc3)nc12	32µM*
COc1ccc(OC)c2[nH]c(C(=O)NCC(=O)Nc3ccc4c(c3)OCO4)cc12	?
New compounds follow:
SMILES	KDM5B inhibitor
O=C(Nc1cccc(Br)c1)c1cnc(-c2ccccc2)nc1-c1ccncc1	-9%
CCOCCN1C(=O)COC[C@@H]1[C@H](O)c1ccc(NC(=O)COc2ccccc2)cc1	30%[activator][86.2 µM]
O=C1CCN(C(=O)[C@@H]2CCCN2C(=O)NCCc2ccccc2)CCCCCCN1	-14%
Cc1c(Cl)cccc1NC(=O)CCNC(=O)c1cccs1	4%
O=S(=O)(c1ccc(F)cc1)N1CCCC(Cc2noc(-c3ccccc3)n2)C1 (stereo not given)	-16%
COc1ccc(CN2CCc3nc(N(C)C)[nH]c(=O)c3CC2)cc1Br	-10%
O=C(NCc1ccc(F)cc1)c1cc2c(=O)n3ccccc3nc2s1	?
Cc1ccc(CNC(=O)CN2C(=O)CN(C(=O)NCc3ccc(F)cc3)c3ccccc32)cc1	5%
CCn1nc(C(=O)NCC(c2cccs2)N2CCOCC2)c2ccccc2c1=O (stereo not given)	24%
CCc1ccc(/C=C/C(=O)c2ccc(O)cc2)cc1	-17%
COc1ccc(C(=O)N[C@@H]2CCC[C@@H]2C(=O)NCCc2ccc(OC)c(OC)c2)cc1	-14%
CCS(=O)(=O)N1CC(=O)N(c2cc(C)cc(C)c2)C(C)(C(=O)NC2CCCCC2)C1 (stereo not given)	-4%
CC(=O)c1cccc(NC(=O)c2cc(-c3ccc4c(c3)OCCO4)on2)c1	-16%
CCOC(=O)C(=O)N/N=C(/c1ccccc1)c1ccc(OC)cc1	?
CCCCn1c(=O)[nH]c(=O)c2c1nc(CCC(N)=O)n2CC(C)C	6%
CC(C)(C)C1CCc2onc(C(=O)N3CCCC3)c2C1 (stereo not given)	7%
CC(OC(=O)c1n[nH]c(=O)c2ccccc12)C(=O)c1ccc2c(c1)CCC2 (stereo not given)	19%

These rows are one share of the data; the hit share may differ from the screen's.
